# Screens (PubChem BioAssay)
# esBAF inh – SWI/SNF esBAF complex inhibition | hit rate 2% among 350,000 | reporter increase, % at 12.5 µM | mouse ES cells, Bmi1-luciferase knock-in reporter, 24 h; 100% = twice the neutral-well signal | AID 602393; in the data active = activation above about 40%; inconclusive = no clear call, values can overlap the other calls;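 also: 0% = median of the plate's neutral control wells and 100% = double that signal; a rise in the Bmi1 reporter signal indicates esBAF inhibition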
# Statin myotox sup – suppression of simvastatin myotoxicity; C2C12 myotubes + simvastatin, ATP luminescence, 48 h; scaled: DMSO 0, geranylgeraniol control 100; rescue of ATP level, % at 7.49 µM; hit rate 0.78% among 330,000; AID 602340;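 active = mean ATP rescue above about 67%, or every replicate alone reaching that limit, limit read from the data, passing the limit was not always enough; inconclusive = no clear call, values can overlap the other calls; inactive = mean under the limit and some replicate under it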;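 also: myotubes were challenged with 10 µM simvastatin during compound exposure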
# miR122 inh – blocks miR-122 activity in Huh7 sensor cells; Huh7 miR-122 Renilla luciferase sensor, 48 h; neutral wells = 0, positive control = 100; activation (reporter increase), % at 12.5 µM; hit rate 0.3% among 340,000; AID 602342;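 active = mean replicate activation score at least 90 and every replicate individually at or above 90; inconclusive = only one of the two criteria met; inactive = neither criterion met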;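 also: higher luciferase means less miR-122 activity so hits act as miR-122 inhibitors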
# ERp5 block – inhibitors of human ERp5; ERp5 insulin aggregation, absorbance 650 nm, 90 min; inhibition, % at 9.99 µM; hit rate 0.05% among 350,000; AID 651711;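 active = mean replicate inhibition above about 25%, with every replicate also reaching it, limit read from the data, passing the limit was not always enough; inconclusive = only one of those two criteria met; inactive = neither criterion met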
# Target sequence (Q15084 whole entry, looked up): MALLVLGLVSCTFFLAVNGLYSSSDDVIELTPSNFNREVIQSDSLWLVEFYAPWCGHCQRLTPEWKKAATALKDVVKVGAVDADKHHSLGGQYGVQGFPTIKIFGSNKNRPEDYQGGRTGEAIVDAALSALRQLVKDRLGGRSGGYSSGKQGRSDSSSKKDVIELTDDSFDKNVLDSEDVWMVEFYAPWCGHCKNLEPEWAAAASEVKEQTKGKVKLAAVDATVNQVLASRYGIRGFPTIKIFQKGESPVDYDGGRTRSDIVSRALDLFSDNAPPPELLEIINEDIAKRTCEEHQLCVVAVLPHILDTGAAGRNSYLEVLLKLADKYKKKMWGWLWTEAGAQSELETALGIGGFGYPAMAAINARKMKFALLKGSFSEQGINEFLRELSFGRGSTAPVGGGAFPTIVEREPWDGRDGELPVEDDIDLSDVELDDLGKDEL
# SIRT5 block – sirtuin-5 (human) deacylase inhibition; Q9NXA8; hit rate 1.1% among 330,000; Purified SirT5, succinyl-peptide AMC, trypsin-coupled fluorescence; inhibition, % at 15 µM; in the data active = inhibition above about 15%; inconclusive = no clear call, values can overlap the other calls
# Target sequence (Q9NXA8 whole entry, looked up): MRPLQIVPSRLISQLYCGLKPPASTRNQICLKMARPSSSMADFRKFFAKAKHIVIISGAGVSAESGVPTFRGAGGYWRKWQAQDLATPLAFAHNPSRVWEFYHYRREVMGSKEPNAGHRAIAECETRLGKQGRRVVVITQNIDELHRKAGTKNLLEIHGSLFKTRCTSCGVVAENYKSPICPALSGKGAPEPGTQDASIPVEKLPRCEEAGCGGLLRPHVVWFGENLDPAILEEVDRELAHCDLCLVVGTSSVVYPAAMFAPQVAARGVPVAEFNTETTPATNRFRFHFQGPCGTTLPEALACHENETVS
# Cneo AK release – Cryptococcus neoformans lysis via adenylate kinase release | AID 651654 | hit rate 0.2% among 360,000 | lysis activity, % at 15 µM | C. neoformans lysis, adenylate kinase release luminescence, 4 h; normalised: neutral wells 0, clomiphene wells 100;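 active = mean lysis activity across replicates of at least 80%, whatever share of replicates individually reach that level; inactive = mean lysis activity below 80%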
#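 Signal: Adenylate kinase release luminescence | Assay system: Log-phase Cryptococcus neoformans yeast cells | Input: Cells at 5 × 10^6 per mL | Buffer or medium: Fresh YPD growth medium | Compound: Single dose | Schedule: Static 4 h at 37 °C with compound, 1 h detection | Controls: Clomiphene | Read-out: Luminescence rise reflecting yeast cell lysis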
# ARNT TACC3 PPI – disruptors of human ARNT/TACC3 interaction | Q9Y6A5 | inhibition, % at 9.99 µM | hit rate 0.66% among 390,000 | AlphaScreen His-ARNT PAS-B/GST-TACC3 binding, luminescence; TACC3 fragment carries E629A point mutation;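 active = mean inhibition of replicates at least 50% and at least half of replicates each reaching 50%; inconclusive = half or more replicates reach 50% but mean below 50%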;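 also: 0% = complete ARNT plus TACC3 wells and 100% = ARNT alone without TACC3; many hits fall short of the cut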
# Active calls of the source: *; ? = inconclusive; nt = no result given; & = joins results of further samples; [ ] = remark or other dose.
SMILES,esBAF inh,Statin myotox sup,miR122 inh,ERp5 block,SIRT5 block,Cneo AK release,ARNT TACC3 PPI
O=S(=O)(c1ccc(Cl)nc1)N1CCCC1,-5,8,-3,4,-1,-1,2
O=C1c2ccccc2C(=O)N1CCc1c(-c2[nH]c3ccccc3c2CCN2C(=O)c3ccccc3C2=O)[nH]c2ccccc12,6,-13,-7,4,-1,0,-6
COc1cc2oc(=O)ccc2c(OC)c1CC(O)C(C)(C)O (stereo unspecified),6,-6,-5,0,1,-1,-4
CN(C)S(=O)(=O)n1cc(/C=C(\NC(=O)c2ccccc2)C(=O)NCCCN2CCOCC2)c2ccccc21,-1,-2,-6,1,-2,nt,-5
COCC(=O)Nc1ccc2c(c1)[C@@H]1C[C@H](CC(=O)NCc3ccccc3)O[C@H](CO)[C@@H]1O2,2,-3,?,-5,-4,2,-5
CCOc1ccc(-n2c(=O)[nH]cc(C(=O)Nc3ccc(OC)c(OC)c3)c2=O)cc1,-4,13,-10,1,-2,2,-2
COc1ccccc1C(=O)Nc1ccc(-c2nnn(CC(=O)NCc3ccco3)n2)cc1,6,17,5,0,-5,-2,-5
CCOC(=O)c1cc(Cl)c2c(ccc3ccccc32)n1,0,3,-22,5,1,0,nt
Cc1nc2c(OCc3ccc(Cl)cc3)cccn2c1N(C)Cc1cccs1,-5,-54,-5,6,-4,7,nt
COC(OC)c1ccnc(-c2ccc(OC(=O)c3ccccc3)cc2)n1,nt,nt,nt,-1,3,nt,-6
COc1ccccc1-n1c(CNC(=O)c2ccco2)n[nH]c1=S,-4,7,3,-5,-2,0,3
CCCNC(=O)C[C@H]1CC[C@H]2[C@@H](COc3ccc(NC(=O)Nc4cccc(C)c4)cc3C(=O)N2C)O1,0,16,-4[16.7 µM],-4,-3,0,3

# Single records, from the list above. Screens in order: esBAF inh, Statin myotox sup, miR122 inh, ERp5 block, SIRT5 block, Cneo AK release, ARNT TACC3 PPI
# Entry for COc1cc2oc(=O)ccc2c(OC)c1CC(O)C(C)(C)O (stereo unspecified) → 6, -6, -5, 0, 1, -1, -4
# Entry for COc1ccccc1-n1c(CNC(=O)c2ccco2)n[nH]c1=S → -4, 7, 3, -5, -2, 0, 3
# Entry for CCCNC(=O)C[C@H]1CC[C@H]2[C@@H](COc3ccc(NC(=O)Nc4cccc(C)c4)cc3C(=O)N2C)O1 → 0, 16, -4[16.7 µM], -4, -3, 0, 3

# (continued)
SMILES,esBAF inh,Statin myotox sup,miR122 inh,ERp5 block,SIRT5 block,Cneo AK release,ARNT TACC3 PPI
CCC(C)NC(=O)/C=C1\Sc2ccccc2NC1=O (stereo unspecified),nt,nt,6,nt,nt,0,-8
C=CCn1cc(C(=O)NCc2ccco2)c(=O)c2cc(S(=O)(=O)N3CCCCCC3)ccc21,15,4,-15,nt,nt,2,-1
CCOC(=O)c1sc(NC(=O)CN2C(=O)NC3(CC(C)CC(C)(C)C3)C2=O)c(C(=O)OCC)c1C (stereo unspecified),nt,nt,nt,-2,-3,nt,7
CC1CCc2nn(CC(=O)N3CCN(C(=O)c4ccco4)CC3)cc2C1 (stereo unspecified),-7,2,-6,-5,-1,1,nt
CC(C)N(C(=O)Cn1cc(SCC(=O)NCc2ccco2)c2ccccc21)C(C)C,-1,-1,-4,-5,1,-3,-1
Cc1ccnc(SCC(=O)N2CCC(C(N)=O)CC2)n1,-17,nt,2,nt,nt,4,-6
COc1ccc(S(=O)(=O)Nc2ccc3c(c2)C(=O)N([C@H](C)CO)C[C@H](C)[C@H](CN(C)CC2CC2)OCCCC[C@H](C)O3)cc1,0,10,0[16.7 µM],-3,-2,52,3
Cc1cc2sc3nc(=O)n(-c4ccccc4)c(=O)n3c2cc1C,nt,nt,nt,-1,-3,nt,3
O=C1C2CC=CCC2C(=O)N1c1ccc(Cc2ccncc2)cc1 (stereo unspecified),11,-13,-2,nt,nt,1,5
N/C(=N\OC(=O)Cc1cccc2ccccc12)c1ccccn1,nt,nt,3,nt,nt,-3,-6
CCN(CCO)c1ccc(N=Nc2cc(C)[nH]n2)cc1,-76,3,nt,6,6,nt,7
CCc1ccc(OCC(=O)NCCN(C)C)c(Br)c1,2,36,15,nt,nt,-2,-8
COc1ccccc1NC(=O)CC(=O)CSc1nnc(-c2ccc(C)cc2)n1C,1,-2,-3,nt,nt,-13,0
Cc1noc(C)c1NC(=O)Nc1ccc2c(c1)CC(=O)N([C@@H](C)CO)C[C@H](C)[C@@H](CN(C)C(=O)Nc1cccc3ccccc13)O2,-2,12,-11[16.7 µM],-15,-3,-1,-1
CO[C@@H]1CN(C)C(=O)c2ccc(NC(C)=O)cc2OC[C@H](C)N(C(=O)c2ccccn2)C[C@@H]1C,-3,-4,-4[16.7 µM],-1,4,1,-6
COc1ccc(NC(=O)c2ccc(CNc3c(N4CCCC4)c(=O)c3=O)cc2)cc1Cl,-3,8,-2,2,0,2,29
C[C@H](CO)N1C[C@H](C)[C@H](CN(C)Cc2ccc(Oc3ccccc3)cc2)Oc2ccc(NS(=O)(=O)c3ccc(F)cc3)cc2CC1=O,-2,4,8[16.7 µM],-3,2,55,6
C[C@@H]1CCCCO[C@H](CN(C)C(=O)c2ccccc2)[C@@H](C)CN([C@@H](C)CO)C(=O)c2cc(NC(=O)Nc3ccccc3)ccc2O1,-10,nt,35[16.7 µM],-6,5,-2,6
COc1ccc(NS(=O)(=O)c2csc(C(N)=O)c2)cc1OC,-1,7,18,0,-3,1,-28
CCOC(=O)/C(C#N)=N/Nc1ccc(S(=O)(=O)Nc2cc(OC)nc(OC)n2)cc1,-4,2,1,3,1,-2,nt
Cc1noc(C)c1NC(=O)N(C)C[C@H]1Oc2c(NC(=O)NC(C)C)cccc2C(=O)N([C@H](C)CO)C[C@@H]1C,-1&-4,3,-2[16.7 µM],4&-6,-4,-5&7,-5&0
CCOC(=O)c1c(C)[nH]c(N=Nc2ccc(OC)cc2)c1C,nt,nt,nt,3,-7,nt,17
Cc1ccc(S(=O)(=O)NCCSc2nnnn2-c2ccccc2)cc1,-6,0,1,-5,0,-1,3
COC(=O)C[C@H]1C[C@@H]2c3cc(NS(=O)(=O)c4ccc(OC)cc4)ccc3O[C@@H]2[C@H](CO)O1,-6&3,1&-3,6,2,-4,0&11,0
C[C@@H]1CN([C@H](C)CO)C(=O)c2cc(NS(=O)(=O)c3ccccc3)ccc2O[C@H]1CN(C)C(=O)Nc1ccc2c(c1)OCO2,0,nt,0[16.7 µM],6,-1,3,-3
CC(C)[C@H](NC(N)=O)C(=O)Nc1cccc(S(=O)(=O)N2CCOCC2)c1,nt,nt,nt,?,0,nt,-2
CN(C)C(CNC(=O)CSc1nc2sc3c(c2c(=O)n1C)CCC3)c1ccccc1 (stereo unspecified),0,-1,-1,4,-3,nt,-28
CCC(=O)N(C)C[C@H]1Oc2cc(Br)ccc2S(=O)(=O)N([C@H](C)CO)C[C@@H]1C,-1,-1,2[16.7 µM],-1,3,1,0
C[C@@H]1CN([C@@H](C)CO)C(=O)CCCn2nncc2CO[C@H]1CN(C)C(=O)Nc1ccc(N2CCN(C)CC2)cc1,-7&2,6&2,-7&4[16.7 µM],-1&-2,2&-2,-1,10
Cc1ccc(Nc2nc(-c3ccc(S(=O)(=O)N4CCOCC4)cc3)cs2)cc1Cl,7,-14,-1,nt,nt,5,-1
CSCCC(NC(=O)c1ccccc1)C(=O)NCCc1ccccc1 (stereo unspecified),0,2,nt,-2,-3,-1,-7
CCOC(=O)/C(N=Nc1c(Br)cc(Br)cc1Br)=C(\C)O,0,7,-6,nt,nt,-6,4
Clc1ccc(-c2cc(C3CCNCC3)[nH]n2)cc1,-14,1,-2,-4,0,nt,-2
COc1ccc(CN(C)C[C@@H]2OCCCC[C@@H](C)Oc3ccc(NC(=O)NC4CCCCC4)cc3C(=O)N([C@H](C)CO)C[C@@H]2C)cc1,3,nt,3[16.7 µM],-1,1,-1,1
COCC(=O)N(C)C[C@@H]1Oc2ncc(C#C[C@H](C)O)cc2C(=O)N([C@H](C)CO)C[C@H]1C,1,-1,4[16.7 µM],3,-5,12,-5
Cc1cc(C(=O)NC(C)c2ccncc2)no1 (stereo unspecified),nt,nt,-2,3,4,nt,1
COC(=O)c1ccc(NC(=S)NC2c3ccccc3CC2O)cc1 (stereo unspecified),nt,nt,11,-4,-1,nt,nt
CCSc1nnc(-c2ccc(C)cc2)c2ccccc12,1,2,5,-5,-9,3,-2
CC(C)(C)c1ccc(CC(=O)N2CCC2(C)C(=O)Nc2cccc3ccccc23)cc1 (stereo unspecified),-3,-1,2,-7,3,0,nt
CCn1c(=O)cc(OCC(=O)N2CCN(c3ccc(F)cc3)CC2)c2ccccc21,nt,nt,nt,0,-4,nt,1
OC(COCC1COc2ccccc2O1)CN1CCN(c2ccccc2F)CC1 (stereo unspecified),-5,45,-9,nt,nt,5,0
O=C(O)/C=C\C(=O)Nc1ccccc1F,nt,nt,0,12,nt,0,9
CC(N=Cc1c(O)c2ccccc2oc1=O)C(=O)O (stereo unspecified),nt,nt,nt,-4,-7,nt,-5
O=C(Nc1ccc(NC(=O)c2cccs2)cn1)c1ccccc1,nt,nt,nt,-1,4,nt,-5
COc1ccccc1C1c2[nH]c3ccccc3c2CCN1Cc1ccc(NC(C)=O)s1 (stereo unspecified),2,23,9,5,4,3,8
Cc1noc(C)c1S(=O)(=O)Nc1ccc2c(c1)CC(=O)N([C@@H](C)CO)C[C@H](C)[C@H](CN(C)Cc1ccc(C(=O)O)cc1)O2,1,7,4[16.7 µM],-17,0,0,6
C[C@@H]1CN([C@H](C)CO)S(=O)(=O)c2ccc(C3=CCCC3)cc2O[C@@H]1CN(C)C(=O)C1CCCCC1,-4,-79,20[16.7 µM],-2,4,1,28
Nn1c(CSc2ccccn2)nc2ccccc2c1=O,nt,nt,3,nt,nt,-1,-4
O=C(CSc1ncn[nH]1)NCCCc1ccccc1,-1,-15,-1,nt,nt,10,-13
Cc1cc(C)n(C(=O)CNC(=O)CCc2ccccc2)n1,-1,14,-10,nt,nt,-1,-9
COc1ccc(OC)c(S(=O)(=O)N2CCCC(C(=O)NCc3cccnc3)C2)c1 (stereo unspecified),1,6,-1,2,-3,1,-1
C[C@H](CO)N1C[C@H](C)[C@H](CN(C)C(=O)Nc2ccc3c(c2)OCO3)Oc2ccc(NC(=O)Cn3cnnn3)cc2C1=O,0,23,1[16.7 µM],-3,1,1,-28
Cc1nc2ccc(NC(=O)c3cccc(S(=O)(=O)N4CC(C)OC(C)C4)c3)cc2s1 (stereo unspecified),-18,8,5,nt,nt,-5,5
CCOC(=O)N1CCC(Nc2nc3ccccc3n3cnnc23)CC1,2,0,-4,0,-2,0,-2
CCc1ccc(CN2CCC(Oc3cc(C(=O)NC4CC4)ccc3OC)CC2)cc1,11,-10,-5,2,-2,1,nt
CN1C(=O)c2cc(NS(=O)(=O)c3cccc(F)c3)ccc2OC[C@H]2O[C@@H](CC(=O)N3CCc4ccccc4C3)CC[C@@H]21,13,39,0[16.7 µM],nt,nt,nt,nt
O=C(CN1C(=O)NC(c2ccccc2)(c2ccccc2)C1=O)NCc1ccc(F)cc1,4,21,5,0,0,1,1
COc1ccc(CCN(C)C(=O)Cn2c(=O)oc3ccccc32)cc1OC,-12,2,1,-6,-2,-1,-8
C[C@H](CO)N1C[C@H](C)[C@H](CN(C)C(=O)Nc2ccc(F)cc2)Oc2ncc(C#Cc3ccc(F)cc3)cc2C1=O,nt,39,-4[16.7 µM],6,3,-4,10
O=C(Nc1cccc2ccccc12)c1cccc([N+](=O)[O-])c1,5,7,6,1,-5,-2,14
CCC(=O)Nc1ccc2c(c1)C(=O)N(C)[C@H]1CC[C@H](CC(=O)NCCCN(C)C)O[C@H]1CO2,5,2,-6[16.7 µM],0,-3,1,-6
O=C(NCc1ccc(Cl)cc1)c1cc(-c2cccs2)on1,-3,31,2,nt,nt,12,2
CC[C@]1(C(=O)OC)[C@H]2C(=O)N(C)C(=O)[C@H]2[C@H]2CN(C)C(=NC)N21,0,-3,nt,9,2,2,1
